TRPC4 agonist = activators of mouse TRPC4 channel, primary screen, Fluo4 calcium, HEK293 TRPC4beta/mu-opioid cells; Short transient receptor potential channel 4 (Mus musculus), Q9QUQ5; Fluo4 calcium fluorescence; active compounds read high; B-score at 10 µM; 310,000 tested, 0.49% active;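 active = B-score above 5 SD of library B-scores, and initial fluorescence ratio not above library mean plus 5 SD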;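 note: positive B-score marks a calcium rise read as TRPC4 activation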
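Technique: kinetic Fluo4 calcium fluorescence; Test system: TRPC4beta and mu-opioid receptor HEK293 stable cells; Measure: B-scored integrated calcium fluorescence ratio; Benchmarks: low control buffer alone, high control maximal DAMGO; Schedule: 45 min room-temperature Fluo4 loading, 110 s read.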
TRPC6 activator = mouse TRPC6 channel activators, primary screen, cell-based, HEK293, membrane potential dye. AID 2550, 2010. HEK293-TRPC6 membrane potential dye fluorescence; active compounds read high. Short transient receptor potential channel 6 (Mus musculus), Q61143. B-score at 10 µM. 310,000 tested, 0.13% active;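 active = B-score of the integrated fluorescence ratio above library mean plus 3 SD, and starting fluorescence ratio within library mean plus 5 SD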;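 note: higher score means more depolarization so channel activation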
aSyn 5UTR inh = MLPCN primary screen, SNCA 5' untranslated region. alpha-synuclein 5'UTR reporter, inhibitor activity. inhibition, % (tested at 7.5 µM). 300,000 tested, 0.82% active. AID 1813, 2009; in the data active = inhibition above about 60%;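 note: H4 neuroglioblastoma cells stably carrying SNCA 5'UTR luciferase fusion; 0% = DMSO wells and 100% = positive control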
TRPC6 inh = mouse TRPC6 channel inhibitors, primary screen, cell-based, HEK293, membrane potential dye | ACh-evoked depolarization; active compounds read low | B-score at 10 µM | 310,000 tested, 1.1% active | AID 2553, 2010;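 active = B-score under library mean minus 3 SD, initial fluorescence not abnormally high, positive integrated signal ratio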;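 note: B-score derived from integrated fluorescence ratio over the kinetic read; more negative B-score means stronger inhibition of depolarization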
SKKanGAS inh = S. pyogenes SKKanGAS growth inhibitors in kanamycin, primary screen, streptokinase expression inhibitor project, SKKanGAS strain, BacTiter-Glo luminescence. 6 h. inhibition, % at 7.5 µM. 300,000 tested, 1.3% active;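 active = mean replicate score, as percent of positive control median, at least 50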;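 note: strain carries kanamycin resistance gene driven by streptokinase promoter and grows in 40 µg/ml kanamycin; loss of luminescence reflects streptokinase promoter inhibition or plain growth inhibition; 0% = median of DMSO wells and 100% = positive control at its reference dose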
KLF5 inh = KLF5 expression inhibitors, primary screen, DLD-1 cells, luminescence; DLD-1 KLF5 promoter-luciferase reporter; inhibition, % at 5 µM; 290,000 tested, 0.23% active; AID 1700, 2009;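 active = inhibition above a per-plate limit of that plate's mean compound inhibition plus 3 SD, cut at about 60% in these data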;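 note: 0% = DMSO wells and 100% = LY294002 at 200 µM; higher means less KLF5 promoter-driven luciferase light; inactives centre near -14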
HIF activator = HIF pathway transcriptional activators, primary screen, cell-based, U2OS HRE-luciferase, luminescence. U2OS HRE-luciferase reporter; normalized: DMSO 0%, desferrioxamine 100%. activation, % at 7.5 µM (by protocol). 300,000 tested, 0.32% active;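 active = mean activation of at least 10% of the iron chelator positive control signal, with at least half of replicates also reaching 10%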
IEC-6 tox = cytotoxicity in IEC-6 intestinal epithelial cells, primary screen, cytotoxicity control for KLF5 inhibitor project, cell-based, luminescence | IEC-6 cytotoxicity, luminescence viability | inhibition, % at 5 µM | 290,000 tested, 0.78% active; in the data active = inhibition above about 22%;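 note: 0% = plate median of test compound wells and 100% = cytotoxic reference compound wells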
TRPC4 inh = inhibitors of mouse TRPC4 channel, primary screen, Fluo4 calcium, HEK293 TRPC4beta/mu-opioid cells | Short transient receptor potential channel 4 (Mus musculus), Q9QUQ5 | DAMGO-evoked Fluo4 calcium flux; active compounds read low | B-score at 10 µM | 300,000 tested, 0.39% active;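 active = B-score over 3 SD under the library average, no early fluorescence shift, positive overall ratio signal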
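Material: HEK293 cells with stable TRPC4beta plus mu-opioid receptor expression; probe or stimulus: DAMGO in two steps, submaximal then maximal; technique: Fluo4 calcium fluorescence by kinetic imaging, 5 s 1 Hz baseline; measure: integrated fluorescence ratio relative to baseline, converted to per-well B score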
MrgX1 antagonist = antagonists of human MrgX1 receptor, primary screen, HEK293 cells, Fluo-4 calcium flux. 310,000 tested, 1.3% active. B-score at 10 µM. BAM8-22 antagonism; active compounds read low;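 active = calcium-response B-score plate-corrected more than 3 library SD below zero, starting fluorescence within 5 deviations, no agonist response on first addition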;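 note: peak minus trough fluorescence over baseline after final BAM8-22 challenge near maximal dose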
Target sequence (Q96LB2 whole entry, looked up): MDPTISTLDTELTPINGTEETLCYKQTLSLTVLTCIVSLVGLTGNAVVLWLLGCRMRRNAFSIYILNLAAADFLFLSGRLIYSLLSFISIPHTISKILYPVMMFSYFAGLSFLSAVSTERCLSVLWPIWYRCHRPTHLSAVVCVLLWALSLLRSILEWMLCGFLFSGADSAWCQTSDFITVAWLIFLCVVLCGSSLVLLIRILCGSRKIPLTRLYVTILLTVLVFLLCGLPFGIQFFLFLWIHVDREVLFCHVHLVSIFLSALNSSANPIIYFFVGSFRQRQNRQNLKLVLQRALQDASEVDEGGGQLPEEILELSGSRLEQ
TRPC4 potent = positive allosteric modulators of TRPC4, primary screen, cell-based, mouse TRPC4beta, HEK293 mu-opioid, Fluo-4 calcium; DAMGO EC20, Fluo-4 Ca2+ flux; active compounds read high; B-score at 10 µM; 310,000 tested, 0.42% active; AID 2227, 2009;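 active = B-score of calcium response area above 5 SD of library B-scores, with initial fluorescence ratio within 5 SD of library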;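 note: B-score of integrated fluorescence ratio over time as area under calcium response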
Active calls of the source: *; i = inactive; . = not tested or not shown.

mol	TRPC6 activator	MrgX1 antagonist	HIF activator	KLF5 inh	SKKanGAS inh	TRPC4 potent	aSyn 5UTR inh	TRPC4 agonist	IEC-6 tox	TRPC6 inh	TRPC4 inh
CCOC(=O)c1c(S(=O)(=O)N(C)Cc2ccco2)c(C)n(C)c1C	i	i	-0.4	-15	10	i	14	i	-2	i	i
CCOC(=O)c1cnn2cc(-c3[nH]ncc3[N+](=O)[O-])cnc12	i	i	0.6	-15	6	i	-42	i	0	i	i
Cc1ccc(CNC(=O)C(=O)NCCC2=CCCCC2)cc1	i	i	-0.1	1	-3	i	-3	i	2	i	i
COCCCN1CN=C(NS(=O)(=O)c2ccc(C)cc2)NC1	i	i	-0.4	-8	-10	i	0	i	0	i	i
CC(c1ccccc1)c1nnc(NC(=O)Nc2ccccc2F)s1 (stereo unspecified)	i	i	5.8	-56	11	i	-95	i	-8	i	i
COc1ccccc1NC(=S)NNC(=O)c1nn(C)c(C)c1Br	i	i	1.7	-65	-1	i	-19	i	-1	i	i
O=C(NCCc1ccc(Cl)cc1)c1cc(=O)[nH]c2ccccc12	i	i	-0.3	-14	1	i	3	i	-3	i	i
Cc1ccccc1OCCNC(=O)/C=C/c1ccccc1	i	i	0.8	4	-3	i	-4	i	-1	i	i
CCCN(CC1CC1)C(=S)Nc1ccc(Oc2ccccc2)cc1	i	i	0.1	-18	2	i	26	i	-2	i	i
Cc1nc(C(F)(F)F)c(C(=O)NC(=O)Nc2ccc(OC(F)(F)F)cc2)s1	i	i	0.8	-45	4	i	-12	i	1	i	i
O=C(COc1c(Br)cc(Br)c2cccnc12)N1CCCCC1	i	i	-0.1	-7	5	i	-23	i	10	i	i
Cc1ccccc1NC(=O)C(C)n1c2ccccc2c2nc(=O)cc(C)n21 (stereo unspecified)	i	i	0.0	12	-2	i	4	i	-6	i	i
Cc1cc(C)c(C#N)c(Nc2ccc(F)cc2)n1	i	i	-0.4	-37	2	i	-5	i	3	i	i
CC(=O)Nc1cc2ccc(OC(C)=O)cc2oc1=O	i	i	-0.3	.	-1	i	-8	i	.	i	i
C=CCn1c(SCc2csc(C)n2)nc2sc3c(c2c1=O)CCCC3	i	i	-0.4	3	42	i	35	i	0	i	i
Cc1cc(S(=O)(=O)Nc2ccc(C(=O)N3CC(C)OC(C)C3)cc2)ccc1F (stereo unspecified)	i	i	-0.3	.	3	i	-14	i	.	i	i
O=C(Nc1ccc(-c2nc3c(ccc4ccccc43)o2)cc1)c1ccco1	i	i	2.3	1	6	i	-165	i	3	i	i
CCC1S/C(=N/C(=O)NC2CCCCC2)NC1=O (stereo unspecified)	i	i	1.5	1	4	i	-86	i	2	i	i
N#Cc1ccc(CN(c2ccncc2)S(=O)(=O)c2ccccc2)cc1	i	i	-0.7	3	-4	i	-1	i	-1	i	i
CC1CCCN(CCCNC(=O)c2ccc(CS(=O)(=O)Cc3cccc(Cl)c3)o2)C1 (stereo unspecified)	i	i	-0.3	-11	-8	i	0	i	2	i	i
O=C(CN1C(=O)NC2(CCCC2)C1=O)Nc1cc(Cl)ccc1N1CCCC1	i	i	-0.6	17	-1	i	1	i	-4	i	i
COC(=O)Nc1cc(C(F)(F)F)ccc1N1CCN(c2ccccc2)CC1	i	i	0.1	2	-15	i	-3	i	-7	i	i
Cc1ccc(Nc2nc(C(=O)N3CCC(C(=O)NCc4ccccc4)CC3)cs2)cc1	i	i	0.6	-28	-4	i	14	i	0	i	i
C=C(C)CCOC(=O)C(CC(=O)O)NCc1ccco1 (stereo unspecified)	i	i	-0.3	-6	-2	i	-24	i	1	i	i
COc1cccc(-n2nnc(S(=O)(=O)c3ccc(C)cc3)c2N)c1	i	i	0.0	5	1	i	-12	i	1	i	i
O=C(NCCc1c[nH]c2ccccc12)N[C@@H](Cc1ccccc1)C(=O)O	i	i	-11	-26	-4	i	-9	i	-7	i	i
Cc1cccn2c(CNC3CCCc4ccccc43)c(C(=O)N3CCOCC3)nc12 (stereo unspecified)	i	i	-0.1	-5	-3	i	19	i	2	i	i
COc1cc2c(cc1OC)C1(C)N(CC2)C(C(C)=O)=NN1c1ccc(Cl)cc1 (stereo unspecified)	i	i	-0.1	-18	-7	i	-6	i	2	i	i
CC(NC(=O)c1cc2c(=O)n3ccccc3nc2n(CC2CCCO2)c1=N)c1ccccc1 (stereo unspecified)	i	i	0.0	-18	5	i	8	i	-1	i	i
CCCCOc1ccc(C(=O)NCC(=O)NCc2ccncc2)cc1	i	i	0.5	.	-14	i	5	i	.	i	i
COc1cc([N+](=O)[O-])ccc1NC(=S)NC(=O)CC(C)(C)C	i	i	1.4	1	-3	i	-34	i	-3	i	i
O=C(NC(=S)Nc1ccc(N2CCOCC2)c(Cl)c1)c1cccs1	i	i	1.1	-43	65*	i	-110	i	3	i	i
C=CCN1c2ccccc2[C@]23C[C@@H](C(=O)OC)N=C2NC(C(=O)OC)=C(C(=O)OC)[C@H]13	i	i	-0.2	.	-2	i	2	i	.	i	i
CC(=O)NC(CC(=O)NNC(=O)C(C)Oc1ccccc1F)c1ccccc1 (stereo unspecified)	i	i	-0.4	.	-17	i	-4	i	.	i	i
O=C(OCCN1C(=O)c2ccccc2C1=O)c1cc(S(=O)(=O)N2CCOCC2)ccc1Cl	i	i	.	-26	.	i	.	i	-1	i	i
CC(=O)c1c(C(C)=O)c(C)n(-c2nc(-c3cccs3)c(C)s2)c1C	i	i	-0.4	-4	5	i	18	i	1	i	i
O=C(COC(=O)CN1C(=O)c2ccccc2C1=O)NC1CCCCC1	i	i	-0.3	-1	-6	i	-29	i	3	i	i
COc1ccccc1N(C)S(=O)(=O)c1ccc(C)c(C(=O)Nc2nccs2)c1	i	i	-0.4	.	-7	i	-4	i	.	i	i
COc1cc(C(=O)NCCC(=O)NCCCN2CCCCC2)cc(OC)c1OC	i	i	0.5	-13	-8	i	-25	i	3	i	.
COCCCNC(=O)CNC(=O)c1nn(-c2ccc(OC)cc2)c(=O)c2ccccc12	i	i	-0.7	-29	-3	i	-2	i	-9	i	i
O=C(Nc1cc(Sc2nc3ccccc3s2)cc([N+](=O)[O-])c1)c1ccccc1	i	i	0.0	-3	0	i	-10	i	-2	i	i
CCCCN1CC(=O)N2[C@H](c3ccc(Cl)cc3)[C@@H]3C(=O)N(CC)C(=O)[C@@H]3[C@]2(C)C1=O	i	i	-0.2	-1	-3	i	-1	i	2	i	i
c1ccc(C[C@H]2CNCCN2CCc2cccc3ccccc23)cc1	i	i	0.5	.	4	i	-8	i	.	i	i
CC1(C)COC2(OC1)C(=O)Nc1ccccc12	i	i	0.7	-17	-3	i	-15	i	-6	i	i
O=c1cc(N2CCCC2)c2ccccc2o1	i	i	-1.2	-16	0	i	7	i	-4	i	i
O=C(CN1CCN(C(=O)c2c(F)cccc2F)CC1)Nc1ccccc1C(F)(F)F	i	i	-2.1	-16	-1	i	12	i	2	i	i
Brc1ccccc1-c1cnco1	i	i	0.6	0	-2	i	14	i	-6	i	i
CC(C)OC(=O)c1nn2c(C(F)(F)F)cc(-c3ccco3)nc2c1Cl	i	i	1.7	-37	-5	i	-5	i	2	i	i
CC(=O)c1cccc(NC(=O)c2cccc(S(=O)(=O)N3CCOCC3)c2)c1	i	i	0.0	6	-1	i	-17	i	6	i	i
COc1cc(S(=O)(=O)N2CCOCC2)ccc1NC(=O)COC(=O)c1ccccn1	i	i	-0.1	-10	3	i	14	i	-2	i	i
S=c1[nH]nc(-c2ccccc2)n1/N=C/c1cccc(Cl)c1	i	i	-4.2	-90	6	i	6	i	0	i	i
Cc1ccc(NC(=S)Nc2ccc3[nH]c(=O)[nH]c3c2)cc1	i	i	0.4	0	-5	i	-23	i	-6	i	i
CN(C)CCN1C(=O)c2oc3ccccc3c(=O)c2C1c1cccc(Br)c1 (stereo unspecified)	i	i	0.1	-9	7	i	-44	i	2	i	i
CC(C)c1cc(=O)n2[nH]c(SCc3ccccc3)nc2n1	i	i	-0.3	-25	18	i	-8	i	-1	i	i
CC1CCCN(S(=O)(=O)c2ccc(S(=O)(=O)N3CCCC3)cc2)C1 (stereo unspecified)	i	i	0.4	3	1	i	-12	i	2	i	i
Cc1nc(N/N=C\c2ccc3c(c2)OCO3)sc1C	i	i	6.3	-141	53*	i	-128	i	6	i	i
CCOc1cc(N2CCOCC2)c(OCC)cc1NC(=O)CSc1ncn[nH]1	i	i	0.3	16	-1	i	29	i	3	i	i
COc1ccc(C2C3=C(CCCC3=O)Nc3nc(-c4cc(OC)c(OC)c(OC)c4)nn32)cc1OC (stereo unspecified)	i	i	-0.2	-25	-2	i	-6	i	1	i	i
CC1(C)C2CCC(C2)C1(C)NC(=O)CN1CCCC1 (stereo unspecified)	i	i	1.6	-52	-3	i	7	i	-6	i	i
CCOC(=O)N1CCN(S(=O)(=O)c2c(C)nn(C)c2C)CC1	i	i	0.4	-5	3	i	1	i	4	i	i
Cc1ccc(C2CC(=O)NC(SCCC(C)C)=C2C#N)cc1 (stereo unspecified)	i	i	0.1	-57	4	i	33	i	5	i	i
CCOC(=O)c1nc2cc3n(c(C)c-2c1C)C(C)C(CC)=C3C (stereo unspecified)	i	i	-0.1	-39	-4	i	3	i	-3	-6.5*	i
COc1cc(C(=O)Nc2sc3c(c2C(=O)O)CCC(C)C3)cc(OC)c1OC (stereo unspecified)	i	i	-21	74*	6	i	56	i	-6	i	i

High-throughput results: PubChem, several laboratories
